# Screening results: PubChem, National Center for Advancing Translational Sciences (NCATS)
# L3MBTL1 block: inhibitors of human L3MBTL1; Q9Y468; AlphaScreen L3MBTL1–H3K9me1 peptide binding; Potency, µM (series often up to 57.1 µM), for inactives: at the top dose activity, negative = inhibition, hits mostly inhibitors; actives 0.66% (n = 230,000); active means well fitted inhibition curve with a large enough effect; inconclusive means small, poorly fitted or top-dose-only effect; inactive means no such curve, though single readings can be large or run the other way; further: nearly all actives have a fitted effect of over 60% in size
# Target sequence (Q9Y468 whole entry, looked up): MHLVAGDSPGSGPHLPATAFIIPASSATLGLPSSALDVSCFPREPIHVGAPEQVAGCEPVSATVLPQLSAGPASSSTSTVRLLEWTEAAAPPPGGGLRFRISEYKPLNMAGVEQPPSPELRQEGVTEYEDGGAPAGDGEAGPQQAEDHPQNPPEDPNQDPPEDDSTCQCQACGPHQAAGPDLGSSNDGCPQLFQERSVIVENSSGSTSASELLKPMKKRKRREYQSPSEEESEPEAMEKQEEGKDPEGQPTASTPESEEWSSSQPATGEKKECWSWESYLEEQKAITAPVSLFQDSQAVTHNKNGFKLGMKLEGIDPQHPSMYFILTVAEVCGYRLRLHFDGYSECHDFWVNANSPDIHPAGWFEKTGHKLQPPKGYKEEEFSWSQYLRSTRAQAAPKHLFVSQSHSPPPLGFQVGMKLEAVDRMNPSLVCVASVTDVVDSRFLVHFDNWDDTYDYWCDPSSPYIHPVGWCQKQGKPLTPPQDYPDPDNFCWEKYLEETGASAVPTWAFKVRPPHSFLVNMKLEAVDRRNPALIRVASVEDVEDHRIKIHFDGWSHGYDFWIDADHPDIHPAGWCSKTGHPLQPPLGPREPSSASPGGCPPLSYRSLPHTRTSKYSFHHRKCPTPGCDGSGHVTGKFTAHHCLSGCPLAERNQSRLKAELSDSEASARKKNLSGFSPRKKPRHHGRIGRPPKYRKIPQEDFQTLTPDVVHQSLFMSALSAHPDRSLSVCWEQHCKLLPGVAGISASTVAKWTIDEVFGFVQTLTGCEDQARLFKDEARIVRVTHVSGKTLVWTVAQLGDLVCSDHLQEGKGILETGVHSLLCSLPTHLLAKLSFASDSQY
#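 AlphaScreen assay: L3MBTL1 (50 nM final) was preincubated 30 min at room temperature with biotinylated H3(1-15)K9me1 peptide (75 nM final), then 30 min with library compounds; streptavidin donor and nickel chelate acceptor beads (10 ug/mL final) added, 30 min dark.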
# An asterisk follows results filed as active; ? = inconclusive; & = joins results of further samples; [ ] = another dose, or the depositor's remark. On the % scale 0 is the no-effect control and ±100 the full control effect; potency means the concentration at half of the fitted maximal effect.
SMILES,L3MBTL1 block
C[C@@H]1COC(=O)[C@H](CC(=O)OC(C)(C)C)C/C=C\C[C@@H](CC(=O)NCCO)C(=O)N1,2.7%
CCCN(CC(=O)Nc1ccc(F)c(F)c1F)C(=O)Cn1c(=O)cnc2ccccc21,9.8%
CCc1ccccc1NC(=O)CN1CCN(C(=O)C2CCN(C(=O)/C=C/c3ccccc3)CC2)CC1,6.3%
NS(=O)(=O)c1ccc(NC(=O)COC(=O)CN2C(=O)C3CC=CCC3C2=O)cc1 (configuration not stated),?
CN(Cc1nc2ccccc2c(=O)[nH]1)C(=O)c1cccc(S(=O)(=O)N2CCCCCC2)c1,4.0%
CCCCC(=O)Nc1cnc(NC(=O)c2cccs2)cc1C,4.2%[2.29 µM]
CCOC(=O)c1c(NC(=O)COC(=O)Cc2n[nH]c(=O)c3ccccc23)sc(C(=O)NC)c1C,2.7%
C/C(=N\NC(=O)c1ccc(C)cc1)c1c(C)[nH]n(-c2ccccc2)c1=O,1.0%
CCOc1ccc(CC(=O)NC2CC(C)(C)N(C)C(C)(C)C2)cc1OCC,4.9%
CCCCCCCNC(=O)C1(CC2CC(c3cccc(Br)c3)=NO2)CCN(C(=O)C2(C)CC2)CC1 (configuration not stated),-0.2%
COc1ccc(NC(=O)CSc2nc3ccccc3c(=O)[nH]2)cc1S(N)(=O)=O,5.0%
CN1CCC(N(C)C(=O)c2cc(-c3ccc(F)cc3)nc3ccccc23)CC1,-1.7%
COc1ccc(N2Cc3ccccc3C2=O)cc1,6.3%
COc1cc2cnc(-c3ccccc3)c(-c3cccc(C(F)(F)F)c3)c2cc1OC,-12.4%
CN(Cc1ccc(Cl)cc1Cl)C(=O)CNC(=O)c1ccc2c(c1)OCO2,-5.8%
O=C(Nc1ncn[nH]1)c1cc([N+](=O)[O-])ccc1Cl,-7.4%[2.29 µM]
CN(C)c1ccc(C(O)Cc2nc3ccccc3n2C)cc1 (configuration not stated),-4.3%
C[C@H](CO)N1C[C@H](C)[C@@H](CN(C)Cc2ccc3c(c2)OCO3)Oc2c(NS(C)(=O)=O)cccc2C1=O,3.0%
O=C(Nc1nnc(Cc2ccccc2F)s1)c1ccccc1Cl,1.0%
CN(CC(=O)Nc1ccc(Cl)c(S(=O)(=O)N2CCOCC2)c1)C(=O)c1ccc(C#N)cc1,-5.7%
NC(=O)c1ccc(NC(=O)CCc2nc3sc4c(c3c(=O)[nH]2)CCCC4)cc1,-6.7%
Cc1ccc(CNC(=O)c2ccc(N3CCC4(CC3)CC(c3cccc(Br)c3)=NO4)c(NC(=O)c3cccc(C)c3)c2)cc1,-0.2%
O=C(Nc1cc(-c2ccccc2)nn1C1CCCCC1)c1ccc(Cl)cc1,7.1%
C[C@H](CO)N1C[C@H](C)[C@@H](CN(C)Cc2ccncc2)Oc2c(NS(=O)(=O)c3ccccc3)cccc2C1=O,1.7%
COc1ccc(NC(=O)COC(=O)c2ccc(N3CCCC3=O)cc2)cc1,-1.0%
CC1CCCN(S(=O)(=O)c2ccc(NC(=O)CN3C(=O)NC(C)(c4ccccc4)C3=O)cc2)C1 (configuration not stated),-4.7%
NC(=O)CCCn1c(C(=O)c2cc(Cl)c(N)c(Cl)c2)c2ccc(C(F)(F)F)cc2[n+]1[O-],-1.6%
CCCCN1CC(=O)N2[C@H](c3ccc(Cl)cc3)[C@@H]3C(=O)N(CC)C(=O)[C@@H]3[C@]2(Cc2ccccc2)C1=O,0.0%
COc1ccc(NC(=O)CCNC(=O)c2ccc([N+](=O)[O-])cc2)cc1S(=O)(=O)N1CCCCC1,3.8%
COCCNc1nnc(SCC(=O)Nc2nnc(-c3ccccc3)o2)s1,-7.5%
O=C(COC(=O)c1ccc(O)cc1)Nc1ccc2c(c1)OCO2,1.5%
NC(=O)C1CCCN(C(=O)c2cccc(S(=O)(=O)N(Cc3ccccc3)c3ccccc3)c2)C1 (configuration not stated),-3.1%
Cc1ccc(NC(=O)CN(C)C(=O)c2ccc(COc3ccccc3)cc2)cc1,-7.2%
O=C(CN1C(=O)NC2(CCOc3ccccc32)C1=O)N1CCCCC1 (configuration not stated),1.0%
CCCCOc1ccc(C(=O)NCC(=O)NCc2ccncc2)cc1,6.3%
CCOC(=O)c1c[nH]c(=S)n(-c2ccccc2)c1=O,11.0%
Cc1ccc(OCC(=O)Nc2nnc(S(=O)(=O)N3CCCCCC3)s2)cc1C,4.7%
O=C(NCc1cc(C(F)(F)F)cc(C(F)(F)F)c1)C1CC(c2ccccc2C(F)(F)F)=NO1 (configuration not stated),2.1%
Cc1ccc(N2CC(C(=O)OCC(=O)Nc3ccccc3C)CC2=O)cc1 (configuration not stated),-0.5%
COc1ccccc1C(=O)NC(=O)CSc1nnc2ccccn12,4.5%

# Quoted from the listing.
# COc1ccccc1C(=O)NC(=O)CSc1nnc2ccccn12 – L3MBTL1 block = 4.5%
# COCCNc1nnc(SCC(=O)Nc2nnc(-c3ccccc3)o2)s1 – L3MBTL1 block = -7.5%

# More results.
SMILES,L3MBTL1 block
Cc1ccc(S(=O)(=O)NCC(=O)NNC(=O)c2ccc(Br)cc2)cc1C,2.6%
O=S(=O)(NCc1ccc(F)cc1)c1ccc(Br)cc1Br,12.4%
CCc1ccccc1NC(=O)c1ccc2nc(N3CCOCC3)sc2c1,-1.8%
COc1ccc(CC(=O)OCC(=O)Nc2ccc3[nH]c(=O)[nH]c3c2)cc1,5.7%
CC1CN(S(=O)(=O)c2cccc(C(=O)NCc3ccccn3)c2)CC(C)O1 (configuration not stated),41.5%[activator]
CCC(C)c1ccccc1N1CC(C(=O)Nc2ccc(S(=O)(=O)N3CCOCC3)cc2)CC1=O (configuration not stated),-3.5%
Brc1cccc(CN2CCCCCC2)c1,-3.3%
CSc1ccc(CCCCCCOC(=O)C(C)(C)C)cc1,24.3%
O=C(Cc1cccs1)N[C@@H]1c2ccccc2CC[C@@H]1OCc1ccccc1,1.1%
COc1ccc2c(c1)OC[C@H]1[C@H]2N2C(=O)c3cc(Br)ccc3NC(=O)[C@@]2(C)[C@H]1c1ccccc1,-12.9%
O=C(COc1coc(CN2CCN(c3ccccc3)CC2)cc1=O)NC1CCCCC1,1.2%
COc1ccc(CC(C)Nc2cccc(SC)c2)cc1 (configuration not stated),-8.7%
CCN(c1ccccc1)S(=O)(=O)c1cccc(C(=O)NCc2ccncc2)c1,7.2%
CC(C)C(C)NC(=O)COn1nnc2ccc(S(=O)(=O)N3CCOCC3)cc21 (configuration not stated),-6.8%
CCCOc1ccccc1OCC(=O)N1CCN(S(=O)(=O)c2ccc(Cl)cc2)CC1,5.0%
Cc1ccc(NC(=O)c2cccc(NC(=O)CC3SC(N4CCCCC4)=NC3=O)c2)nc1 (configuration not stated),0.6%
CCCCn1c(N)c(N(CC(C)C)C(=O)CSc2ccc([N+](=O)[O-])cc2)c(=O)[nH]c1=O,3.4%
Cc1ccc(NC(=O)CN(C)C(=O)c2cccc(S(=O)(=O)NCc3ccco3)c2)cc1,?
COc1ccc(CN(C)CC(=O)Nc2ccccc2C(=O)NC2CC2)cc1OC,-1.5%
CCc1noc(C)c1C(=O)NNC(=O)c1ccccc1,6.4%
Cc1cc(C(=O)COC(=O)c2ccc(F)cc2)c(C)n1C,-5.2%
CC1CN(C(=O)COC(=O)Cc2ccc(Cl)cc2)CC(C)O1 (configuration not stated),43.6%[activator]
COc1ccc(NC(=O)C2CC(c3ccccc3O)=NO2)cc1OC (configuration not stated),4.1%
O=C(CCC(=O)N1CCOc2ccc(Cl)cc21)NCCCN1CCN(Cc2ccccc2)CC1,0.0%
COc1ccccc1NS(=O)(=O)c1ccc(NC(=O)c2ccccn2)cc1,1.4%
CCN(C(=O)c1ccc(S(=O)(=O)N2CCC(C)CC2)cc1)C1CCS(=O)(=O)C1 (configuration not stated),2.1%
OC(COc1ccc(Br)cc1)CN1CCN(c2ccccc2)CC1 (configuration not stated),-4.7%
O=C(CNC(=O)c1ccc(Cl)cc1Cl)OCc1cn2cc(Br)ccc2n1,-8.3%
CCc1ccc(C2C(C#N)=C(N)Oc3cc(N)ccc32)cc1 (configuration not stated),5.5%
O=C(C[C@@H]1C/C=C\C[C@@H](NC(=O)OCC2c3ccccc3-c3ccccc32)C(=O)OC[C@@H](Cc2ccccc2)NC1=O)NCCO,-0.5%
Cc1ccc(-c2csc3ncnc(N4CCN(Cc5ccccc5)CC4)c23)cc1,11.0%
COc1ccc([C@@H]2[C@@H]3C(=O)N(C(C)(C)C)C(=O)[C@@H]3[C@]3(Cc4ccccc4)C(=O)N(c4ccc(OC)cc4)C(=O)N23)cc1,5.2%
O=C(COC(=O)/C=C/c1ccc([N+](=O)[O-])cc1)NC1CCCCC1,-2.7%
O=C1CC(NS(=O)(=O)c2cccs2)CN1c1ccccc1 (configuration not stated),-0.4%
CC(C)N1CCc2c(sc(NC(=O)Cc3ccccc3)c2C#N)C1,2.6%
CCC(C)(C)C1CCc2[nH]nc(C(=O)NCc3ccc(Cl)cc3)c2C1 (configuration not stated),10.4%
COC(=O)[C@]1(Cc2ccccc2)N[C@H](CN(C)C(=O)c2ccc(C)cc2)[C@@H]2C(=O)N(Cc3ccccc3)C(=O)[C@@H]21,-1.2%
Cc1ccc(S(=O)(=O)N(CC(=O)c2ccc(Cl)cc2)C(=O)N2CCN(C)CC2)cc1,13.2%
CC1CCN(S(=O)(=O)c2nnc(NC(=O)c3ccccc3Br)s2)CC1,-1.0%
Cc1cc(Cl)ccc1OCC(=O)NCC(c1cccs1)N1CCOCC1 (configuration not stated),4.5%
COc1ccc(-c2cc(C(=O)N3CCN(c4cccc(C)c4C)CC3)c3ccccc3n2)cc1OC,-1.2%
N[C@H]1C(O)O[C@H](CO)[C@@H](O)[C@@H]1O (some centres not stated),2.5%
NC(=O)C1CCCN(C(=O)CN2C(=O)NC(c3ccccc3)(c3ccccc3)C2=O)C1 (configuration not stated),3.0%
O=C(COC(=O)c1cc([N+](=O)[O-])ccc1NCCO)Nc1cccnc1Cl,3.7%
O=C(c1ccc(F)cc1)C1CCN(C(=O)c2ccccc2)CC1,1.1%
COc1ccc(CCNCCN2CCOCC2)cc1,-3.8%
COc1ccccc1C(=O)OCC#CCSc1nnc(-c2cccc3ccccc23)o1,23.8%&18.4%
COc1ccc(C2=Nn3c(nnc3-c3ccccc3F)SC2)cc1OC1CCOC1 (configuration not stated),10.5%
Cc1cccc(NC(=O)CNC(=O)c2cc(C3CC3)nn2-c2ccccc2)c1C,-18.1%
C=C[C@@]1(C)CCC(/C(C)=C/C=C/C(C)(C)O)C[C@@H]1C(=C)C (some centres not stated),33.9%[activator]
O=S(=O)(c1ccc(Cl)cc1)c1cc(O)ccc1O,-1.6%
CCN(C(=O)C12CC3CC(CC(C3)C1)C2)C1CCS(=O)(=O)C1 (configuration not stated),4.3%
CC(c1ccccc1)N1C(=O)c2cccnc2C1=O (configuration not stated),-4.8%
CCc1noc(C)c1C(=O)Nc1cccc(S(=O)(=O)N(C)c2ccccc2)c1,5.1%
CN(c1ccccc1)S(=O)(=O)c1ccc2c(c1)oc(=O)n2C,2.1%[2.29 µM]
Cc1cc(OCCCC(=O)Nc2nnc(C3CC3)s2)ccc1Cl,1.1%
CC(=O)NC12CC3CC(C1)CC(C(=O)N1CCN(S(=O)(=O)c4ccccc4[N+](=O)[O-])CC1)(C3)C2,-1.8%
Cc1cc(C)cc(N(CCC#N)C(=O)COC(=O)C2CCN(S(=O)(=O)c3ccc(C)c(C)c3)CC2)c1,-7.9%
Cc1ccc(Nc2nnc(SC(C)C(=O)NCC3CCCO3)s2)cc1C (configuration not stated),-2.7%
COc1ccccc1C(CNC(=O)CN(C)S(=O)(=O)c1ccc(C)cc1)N1CCCC1 (configuration not stated),21.6%

# Some of these compounds in order of the L3MBTL1 block value, low to high.
SMILES	L3MBTL1 block
Cc1cccc(NC(=O)CNC(=O)c2cc(C3CC3)nn2-c2ccccc2)c1C	-18.1%
Cc1cc(C)cc(N(CCC#N)C(=O)COC(=O)C2CCN(S(=O)(=O)c3ccc(C)c(C)c3)CC2)c1	-7.9%
CC(=O)NC12CC3CC(C1)CC(C(=O)N1CCN(S(=O)(=O)c4ccccc4[N+](=O)[O-])CC1)(C3)C2	-1.8%
CCN(C(=O)C12CC3CC(CC(C3)C1)C2)C1CCS(=O)(=O)C1 (configuration not stated)	4.3%
COc1ccccc1C(CNC(=O)CN(C)S(=O)(=O)c1ccc(C)cc1)N1CCCC1 (configuration not stated)	21.6%

# The main list resumes, starting 4 compounds before the break.
SMILES,L3MBTL1 block
CC(=O)NC12CC3CC(C1)CC(C(=O)N1CCN(S(=O)(=O)c4ccccc4[N+](=O)[O-])CC1)(C3)C2,-1.8%
Cc1cc(C)cc(N(CCC#N)C(=O)COC(=O)C2CCN(S(=O)(=O)c3ccc(C)c(C)c3)CC2)c1,-7.9%
Cc1ccc(Nc2nnc(SC(C)C(=O)NCC3CCCO3)s2)cc1C (configuration not stated),-2.7%
COc1ccccc1C(CNC(=O)CN(C)S(=O)(=O)c1ccc(C)cc1)N1CCCC1 (configuration not stated),21.6%
O=C(c1c(F)cccc1F)N1CCCC(c2nc(-c3ccc(F)cc3)no2)C1 (configuration not stated),1.8%
CCCCn1c(N)c(N(CC)C(=O)c2cccc(S(=O)(=O)N3CCN(C)CC3)c2)c(=O)[nH]c1=O,-0.7%
Cc1cc(C)c(C)c(S(=O)(=O)NCCN2CCOCC2)c1C,-5.8%
Oc1ccc(-c2c(C3=CCCCC3)sc3ccccc23)cc1,-8.0%
CCn1cnnc1SCC(=O)NCC1COc2ccccc2O1 (configuration not stated),44.4%[activator]
COc1ccc(NC(=O)CSc2nnc(-c3cccs3)n2N)c(OC)c1,-8.4%
O=C(COC(=O)/C=C/c1cccc(Cl)c1)Nc1ccc(N2CCOCC2)cc1,-0.1%
COc1ccccc1CNC(=O)CN1C(=O)NC2(CCC(C)CC2)C1=O (configuration not stated),-8.0%
O=C(O)C1C2C=CC(O2)C1C(=O)Nc1cccc(C(F)(F)F)c1 (configuration not stated),2.9%
CCOC(=O)[C@@H]1[C@H]2COc3ccccc3[C@H]2N2C(=O)N(c3ccc(Br)cc3)C(=O)[C@]12C,-2.9%

# An excerpt, so the mix of outcomes need not match the whole.
